# Rev-erbA mod – Rev-erb alpha (human) modulation. Rev-erbα–FITC-DNA binding, fluorescence polarization, 90 min. activity, % at 10 µM. actives 0.79% (n = 370,000);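 active = activity above about 14%, limit read from the data; passing the limit was not always enough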;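 note: 0% = DMSO wells with 35 nM protein and 100% = DMSO wells with 750 nM protein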
# * hit, by the source's call; & = joins results of further samples. The list is partial; the hit share may differ from the screen's.
1	CC(COc1ccccc1)NC(C)[C@H](O)c1ccc(O)cc1 (stereo not given in full)
- Rev-erbA mod: 4
2	O=C1c2c(O)cccc2C(C2OC(CO)C(O)C(O)C2O)c2cc(CO)cc(O)c21 (stereo not given)
- Rev-erbA mod: 0
3	O=C(O)CNC(=O)c1ccccc1I
- Rev-erbA mod: 2
4	Cn1c(=O)c2[nH]c(Br)nc2n(C)c1=O
- Rev-erbA mod: 0
5	Cc1cc(NS(=O)(=O)c2ccc(N)cc2)nc(C)n1
- Rev-erbA mod: -1
6	CC(=O)[C@H]1CCC2C3C[C@H](C)C4=CC(=O)CC[C@]4(C)C3[C@@H](O)C[C@@]21C (stereo not given in full)
- Rev-erbA mod: -2
7	C[C@@H]1CC2C3C[C@H](F)C4=CC(=O)C=C[C@]4(C)[C@@]3(F)[C@@H](O)C[C@]2(C)[C@@]1(O)C(=O)COC(=O)C(C)(C)C (stereo not given in full)
- Rev-erbA mod: -1
8	C[C@H](CCC(=O)O)[C@H]1CCC2C3C(CC[C@@]21C)[C@@]1(C)CC[C@@H](O)C[C@H]1C[C@@H]3O (stereo not given in full)
- Rev-erbA mod: -3
9	Cc1cc(CC(C)CC(C)(C)C)n(O)c(=O)c1 (stereo not given)
- Rev-erbA mod: -6
10	Cc1c(I)c(=O)n(-c2ccccc2)n1C
- Rev-erbA mod: 3
11	Cc1oc(=O)oc1CN1CCN(c2cc3c(cc2F)c(=O)c(C(=O)O)c2n3C(C)S2)CC1 (stereo not given)
- Rev-erbA mod: 3
12	CC(=O)O[C@]1(C(C)=O)CCC2C3C=C(Cl)C4=CC(=O)[C@@H]5C[C@@H]5[C@]4(C)C3CC[C@@]21C (stereo not given in full)
- Rev-erbA mod: -8
13	Cc1ccccc1C(=O)Nc1ccc(C(=O)N2CCC[C@@H](O)c3cc(Cl)ccc32)c(C)c1
- Rev-erbA mod: -3&-5
14	COCCCOc1cc(C[C@@H](C[C@H](N)[C@@H](O)C[C@H](C(=O)NCC(C)(C)C(N)=O)C(C)C)C(C)C)ccc1OC
- Rev-erbA mod: -4

# Molecules shown so far containing four or more nitrogen atoms:
4	Cn1c(=O)c2[nH]c(Br)nc2n(C)c1=O
- Rev-erbA mod: 0
5	Cc1cc(NS(=O)(=O)c2ccc(N)cc2)nc(C)n1
- Rev-erbA mod: -1

# Quoted from the listing:
# Cc1cc(CC(C)CC(C)(C)C)n(O)c(=O)c1 (stereo not given) in Rev-erbA mod is entered as -6
# Cc1oc(=O)oc1CN1CCN(c2cc3c(cc2F)c(=O)c(C(=O)O)c2n3C(C)S2)CC1 (stereo not given) in Rev-erbA mod is entered as 3
# C[C@H](CCC(=O)O)[C@H]1CCC2C3C(CC[C@@]21C)[C@@]1(C)CC[C@@H](O)C[C@H]1C[C@@H]3O (stereo not given in full) in Rev-erbA mod is entered as -3
# COCCCOc1cc(C[C@@H](C[C@H](N)[C@@H](O)C[C@H](C(=O)NCC(C)(C)C(N)=O)C(C)C)C(C)C)ccc1OC in Rev-erbA mod is entered as -4
# Cc1c(I)c(=O)n(-c2ccccc2)n1C in Rev-erbA mod is entered as 3
